CR mimetic SO: yeast age-related superoxide inhibition as caloric restriction mimetic. superoxide response (% of plate mean), % at 10 µM. 330,000 compounds, 0.18% hits. S. cerevisiae aged cells, superoxide DHE fluorescence; active compounds read low. AID 2690;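 active means superoxide response under a set limit, about three screen SD below normal, cut at about 65% in these data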;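 further: yeast aged for seven days with compound at 30 °C before DHE staining; 100% = average MFI of all compound-treated wells on the plate with controls excluded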
PP1 counter: PP1-alpha (human) inhibition in PP5 counter-screen; P62136; purified PP1alpha, OMFP fluorescence; inhibition, % at 6.7 µM; 320,000 compounds, 0.9% hits; AID 2235;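 active means inhibition above the mean inhibition of all tested compounds plus 3 SD, computed separately for each screening campaign, cut at about 15% in these data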
Fh CTSL1 inh: blocks F. hepatica cathepsin L1 in PFM18AAP counter-screen. AID 1906. inhibition, % at 5.96 µM. recombinant F. hepatica cathepsin L1, Z-Leu-Arg-MCA fluorescence. 300,000 compounds, 0.49% hits;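 active means inhibition above the mean of all tested compounds plus 3 SD, set per screening campaign, cut at about 17% in these data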;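 further: 0% = plate median of test compound wells and 100% = 1 µM Z-Phe-Ala-diazomethylketone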
core dimer inh: HCV core protein dimerization inhibition | 300,000 compounds, 0.33% hits | inhibition, % at 5 µM | TR-FRET GST/Flag-core106 dimerization, 1536-well;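 active means inhibition above the mean of all tested compounds plus 3 SD, set per screening campaign, cut at about 45% in these data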
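assay system = GST-tagged and Flag-tagged HCV core protein residues 1-106 | controls = unlabelled core106 and no-GST-core106 wells | incubation = compound-protein-antibody incubation 4 h at 22.5 °C | probe or stimulus = Eu donor and XL665 acceptor anti-tag antibodies | read-out = % inhibition based on acceptor/donor emission ratio | signal = TR-FRET 671 and 617 nm emission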
TPT1 inhibitor: blocks Candida albicans tRNA 2'-phosphotransferase; recombinant caTPT1, FP RNA substrate dephosphorylation; inhibition, % at 5 µM; 300,000 compounds, 0.81% hits; AID 1962;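 active means inhibition above the mean of all tested compounds plus 3 SD, set per screening campaign, cut at about 24% in these data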;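 further: plate controls were DMSO alone for no effect and ferristatin control at 100 nM for full effect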
ZTA counter: ZTA (EBV) inhibition in EBNA-1 counter-screen; P03206; ZTA-DNA binding, fluorescence polarization; inhibition, % at 11 µM; 320,000 compounds, 0.15% hits; in the data active means inhibition above about 33%
PP5 primary: blocks human protein phosphatase 5 activity; P53041; purified PP5c, OMFP substrate fluorescence; inhibition, % at 6.7 µM; 320,000 compounds, 0.18% hits; AID 1987;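 active means inhibition above the campaign's mean inhibition across all tested compounds plus 3 SD, cut at about 9.5% in these data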;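 further: 0% = DMSO only and 100% = 100 µM cantharidin control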
Target sequence (P53041 whole entry, looked up): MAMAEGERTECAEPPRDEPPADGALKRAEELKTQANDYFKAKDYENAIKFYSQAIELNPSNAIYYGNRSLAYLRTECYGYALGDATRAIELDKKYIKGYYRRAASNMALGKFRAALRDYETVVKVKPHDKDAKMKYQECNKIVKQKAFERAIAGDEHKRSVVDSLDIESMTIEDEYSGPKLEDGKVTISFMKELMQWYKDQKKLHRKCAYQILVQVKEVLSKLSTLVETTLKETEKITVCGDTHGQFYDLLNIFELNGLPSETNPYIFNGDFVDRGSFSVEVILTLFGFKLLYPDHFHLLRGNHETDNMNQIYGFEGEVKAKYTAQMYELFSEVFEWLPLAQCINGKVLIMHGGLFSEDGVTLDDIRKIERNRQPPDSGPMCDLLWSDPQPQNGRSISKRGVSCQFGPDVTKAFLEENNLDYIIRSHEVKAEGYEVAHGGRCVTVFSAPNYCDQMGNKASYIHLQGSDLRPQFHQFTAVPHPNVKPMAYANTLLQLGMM
EBNA-1 inhibitor: blocks EBNA-1 binding to DNA; EBNA-1 DNA binding, fluorescence polarization; inhibition, % at 14.8 µM; 300,000 compounds, 0.34% hits; AID 1950; in the data active means inhibition above about 28%
GASC-1 inh: human JMJD2C demethylase inhibition; Q9H3R0; GST-JMJD2C(1-420) H3K9me3 demethylation, DELFIA europium; inhibition, % at 2.35 µM; 330,000 compounds, 0.069% hits; AID 2099;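 active means more than half of a compound's replicate wells show inhibition beyond 50%, single wells judged on their own value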;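 further: signal counts dimethyl H3K9 product captured on neutravidin plate; 0% = median of DMSO wells and 100% = 0.3 times that DMSO median; strong numbers were not always called active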
Target sequence (Q9H3R0 1-420 limits assumed): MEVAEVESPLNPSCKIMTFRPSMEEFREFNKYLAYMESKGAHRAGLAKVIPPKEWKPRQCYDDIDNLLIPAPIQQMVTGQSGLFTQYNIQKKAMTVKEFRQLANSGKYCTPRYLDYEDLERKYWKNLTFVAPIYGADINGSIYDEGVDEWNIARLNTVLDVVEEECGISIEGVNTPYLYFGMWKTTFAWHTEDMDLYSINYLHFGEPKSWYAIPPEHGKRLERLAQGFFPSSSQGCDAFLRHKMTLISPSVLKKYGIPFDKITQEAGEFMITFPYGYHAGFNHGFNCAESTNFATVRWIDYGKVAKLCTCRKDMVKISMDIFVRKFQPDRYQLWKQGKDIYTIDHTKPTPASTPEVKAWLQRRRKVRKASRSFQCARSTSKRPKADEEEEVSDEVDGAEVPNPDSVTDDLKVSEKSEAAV
* marks the source's active call; other numbers are inactive results; . = not tested or not shown.

Sequence of screens – CR mimetic SO | PP1 counter | Fh CTSL1 inh | core dimer inh | TPT1 inhibitor | ZTA counter | PP5 primary | EBNA-1 inhibitor | GASC-1 inh
CCOc1cc(/C=C(\C(=O)O)c2ccc(S(=O)(=O)N3CCCC3)s2)ccc1OC
 : 87.3 | 1.0 | . | . | . | -11.5 | 5.0 | . | -10.9
CC(C(=O)N1CCCCC1)N1C(=O)c2ccccc2C1=O (stereo not drawn)
 : 92.6 | -1.5 | 1.7 | -3.8 | -1.5 | -3.1 | 0.9 | -2.8 | -0.5
CC(OC(=O)c1ccco1)C(=O)NCc1ccc2c(c1)OCO2 (stereo not drawn)
 : 96.0 | 2.8 | -10.2 | -1.9 | 3.1 | -4.0 | 3.7 | -18.4 | 17.7
CC1(C)SC2c3ccccc3C(=O)N2[C@@H]1C(=O)NC1CC1 (stereo partly drawn)
 : 95.3 | -3.2 | -3.1 | -1.4 | 0.0 | 3.8 | -1.7 | -1.4 | -4.6
COC(=O)C(CC(=O)c1ccc(C)cc1)n1cccn1 (stereo not drawn)
 : 101.5 | -1.4 | 1.3 | 4.5 | 0.3 | 6.6 | -0.1 | 8.3 | 3.6
CC(C(=O)Nc1cccc([N+](=O)[O-])c1)n1nnc2ccccc21 (stereo not drawn)
 : 95.9 | -3.2 | 0.6 | -13.2 | -4.3 | -9.3 | 3.0 | 4.4 | 1.2
CN(C(=O)CCCN1C(=O)c2ccccc2C1=O)C1CCCCC1
 : 91.7 | -2.0 | . | . | . | -2.7 | -1.2 | . | 8.3
Cc1occc1C(=O)N1CCN(c2ncccn2)CC1
 : 91.5 | -3.4 | -3.3 | -0.9 | -5.4 | 6.3 | -0.1 | 2.5 | -5.7
CCC(C(=O)NC(C)(C)C)N(Cc1ccc(F)cc1)C(=O)c1snc(C(N)=O)c1N (stereo not drawn)
 : 97.0 | 2.7 | 3.2 | -0.5 | 2.4 | -9.8 | 0.4 | -11.8 | -22.1
Cc1nnc(SCc2nc3sc(C(=O)O)c(C)c3c(=O)[nH]2)s1
 : 92.5 | -3.5 | 2.7 | -3.4 | 1.4 | -13.9 | -2.8 | 5.4 | -4.5
COc1ccc(C(=O)Oc2ccc(Br)cc2C(=S)N2CCOCC2)cc1
 : 128.7 | -7.2 | 4.6 | -5.8 | 0.3 | -16.0 | 0.8 | -8.7 | 2.7
CCCCNC(=O)N1CCOCCOCCN(C(=O)NCCCC)CCOCC1
 : 74.3 | -1.3 | -1.8 | 1.0 | -3.4 | 11.1 | -1.7 | 8.3 | 1.9
CCOCCCNC(=O)CCn1nc(-c2ccc(Cl)cc2)ccc1=O
 : 109.5 | -1.9 | -3.9 | -2.4 | -1.1 | -14.0 | 1.9 | -13.4 | -5.8
CN(c1cccc(Cl)c1)S(=O)(=O)c1cccc(C(=O)NC2=NCCS2)c1
 : 99.0 | -5.1 | 0.1 | 0.6 | 3.0 | 17.2 | 0.5 | -2.5 | 4.6
Cc1nn(CCO)c2nc(-c3cccs3)cc(C(F)(F)F)c12
 : 105.4 | 2.0 | 3.6 | -6.1 | -0.9 | -13.7 | 0.2 | 4.0 | -0.9
O=S(=O)(c1ccccc1)[C@@]1(c2ccccc2)C[C@@H]2ON=C(c3cccc(-c4ccccc4)c3)[C@@H]2C1
 : 101.1 | 2.0 | 0.0 | 10.2 | -1.0 | -0.4 | 2.5 | 4.5 | 4.3
CSc1ccc(/C=C/c2ccc3cccc(O)c3n2)cc1
 : 91.7 | 12.7 | 1.4 | 2.8 | -0.4 | 2.8 | 2.3 | -5.9 | -11.4
Cc1ccccc1N1CCN(CCCN2C(=O)C3CCCCN3C2=O)CC1 (stereo not drawn)
 : 100.8 | -1.6 | 2.2 | -2.0 | -3.4 | -4.1 | -1.1 | -4.9 | 0.2
CN(C)CCNc1ncnc2sc(-c3ccccc3)cc12
 : 91.4 | -3.0 | -4.5 | 0.9 | 0.7 | -3.4 | -1.5 | 6.5 | -3.2
Cc1cccc(NS(=O)(=O)c2ccc(C(C)(C)C)cc2)n1
 : 92.8 | -1.1 | 0.4 | -2.9 | -1.1 | -1.0 | 2.7 | -12.1 | -3.6
Cn1c2c(c(=O)[nH]c1=O)C(NC(=O)c1ccco1)(C(F)(F)F)C(=O)N2 (stereo not drawn)
 : 101.0 | -1.3 | 3.7 | -5.1 | 0.6 | 4.5 | 1.0 | -3.2 | 8.1
CC1(C)CC(=O)C(C=NCc2ccccn2)=C(O)C1
 : 131.2 | -10.3 | -4.0 | -2.4 | 1.1 | 10.5 | 2.1 | -8.0 | -9.1
O=C(CCCn1c(SCc2ccccc2F)nc2ccccc2c1=O)NCC1CCCO1 (stereo not drawn)
 : 98.0 | -3.5 | -0.2 | -99.7 | 3.2 | -8.3 | -0.3 | -4.8 | -25.8
c1ccc(Nc2nnc(-c3cccnc3)s2)cc1
 : 113.1 | 1.7 | 3.3 | -9.3 | 3.4 | 6.3 | -0.7 | -9.5 | -2.7
CCc1cc(-c2n[nH]c(=S)n2CC(C)C)cs1
 : 87.8 | -0.5 | 0.1 | -4.1 | -2.0 | -1.3 | -0.9 | 0.7 | -8.5
O=C(Nc1ccc(F)cc1F)N1CCCN(CCOc2ccccc2)CC1
 : 88.1 | -2.0 | -1.6 | -1.2 | 0.7 | -6.2 | -0.2 | 4.0 | -5.0
CS(=O)Cc1cc(Sc2ccccc2)nc(-c2ccncc2)n1 (stereo not drawn)
 : 84.9 | -1.5 | 6.3 | 1.1 | -5.5 | 1.6 | -0.1 | -14.0 | 0.4
CC(=O)c1cccc(NS(=O)(=O)c2ccc(-c3cc(C)no3)s2)c1
 : 105.6 | 1.8 | -3.0 | 0.9 | 2.4 | 10.8 | 2.9 | 12.2 | 12.8
Cc1c(C(=O)NC2=NCCS2)oc2ccccc12
 : 88.5 | -3.1 | 0.9 | -3.3 | -2.8 | -3.9 | 0.1 | -1.6 | 144.1
CC(C)(SC(=S)N1CCOCC1)C(=O)O
 : 97.0 | -3.1 | 0.0 | -3.1 | -5.5 | 2.1 | 2.7 | -4.2 | 18.0
Oc1ccc(C=NCC2COc3ccccc3O2)cc1 (stereo not drawn)
 : 121.2 | -0.2 | 3.5 | -0.1 | -0.7 | -1.5 | -0.2 | -3.5 | -16.8
O=C(c1ccco1)N1CCN(C(=O)c2cccs2)CC1
 : 97.2 | -3.5 | 3.9 | -2.9 | 1.1 | -3.1 | 0.6 | 7.8 | 0.5
COc1cc(/C=C2/C(=O)N(c3ccccc3)N=C2C)ccc1OS(=O)(=O)c1ccccc1
 : 93.2 | 0.6 | -7.7 | 19.5 | 0.6 | 15.4 | 1.9 | 5.1 | 6.9
COc1ccc(-n2nc(C(=O)NCC(=O)N3CCCCCC3)c3ccccc3c2=O)cc1Cl
 : 108.2 | 0.4 | 6.5 | 9.5 | -2.7 | -12.5 | -1.7 | 5.1 | 113.7
N=C1C(c2nc3ccccc3s2)=C(O)CN1CCCO
 : 92.6 | -1.3 | -4.1 | -3.5 | 0.7 | 7.0 | 1.7 | -2.5 | 1.3
CC1CCC(NC(=O)N(CCCl)N=O)CC1 (stereo not drawn)
 : 104.9 | 0.8 | 1.5 | 4.9 | -2.5 | 1.4 | -0.2 | -7.5 | -25.5
Cc1cccc(N2CCN(S(=O)(=O)c3cccc4nonc34)CC2)c1C
 : 96.2 | 4.1 | 1.9 | 3.1 | 7.7 | -18.1 | 2.8 | -17.7 | -5.8
CCn1cc(S(=O)(=O)N2CCCC2)cn1
 : 115.4 | -1.2 | -4.2 | -2.7 | 1.0 | -12.8 | 1.8 | -6.6 | 29.0
COc1ccc(-c2nc3ccccc3c(=O)n2NC(=O)c2cccnc2Cl)cc1OC
 : 78.2 | -3.1 | -0.1 | 0.0 | 4.0 | -10.3 | -3.2 | 3.4 | -34.1
NC(=O)Nc1ccccc1C(=O)Nc1ccc2ccccc2c1
 : 73.4 | -2.4 | -1.8 | 7.6 | 1.9 | -11.7 | -2.0 | 4.1 | -5.3
CS(=O)(=O)c1ccc(C(=O)Nc2ccc(N3CCOCC3)cc2)c(Cl)c1
 : 100.0 | 1.2 | -3.2 | -5.0 | -0.6 | 5.3 | 0.8 | 5.6 | -4.0
Cc1ccc(C)c(OCC(=O)N2CCOCC2)c1
 : 99.8 | -7.1 | -1.4 | 7.3 | -0.6 | -12.8 | 1.3 | -12.2 | 1.6
CSc1nc(-c2ccco2)nn1C(=O)c1cccs1
 : 93.2 | 0.0 | 2.0 | -2.5 | -4.8 | 1.4 | -3.0 | 6.2 | -26.9
Cc1cccc(NC(=O)CN2CCCCCC2)c1
 : 88.4 | -2.5 | 6.5 | -5.8 | -2.2 | -12.2 | 0.3 | -3.6 | 6.6
O=C1CC(N2CCN(c3ccc(O)cc3)CC2)C(=O)N1Cc1cccs1 (stereo not drawn)
 : 92.8 | -0.9 | 6.6 | -5.1 | -7.8 | -11.5 | -0.1 | 4.7 | 6.4
O=C(Nc1ccc(N2CCOCC2)nc1)c1c(F)cccc1F
 : 110.4 | -1.3 | 0.8 | 0.1 | 0.5 | -12.0 | -3.3 | -0.8 | -8.3
CC1(c2ccc3noc(-c4ccccc4)c3c2)OCCO1
 : 105.6 | -0.2 | 3.6 | 0.8 | 0.1 | 0.8 | 4.3 | -6.4 | -6.4
COc1cccc(CSc2nc3sc(C)c(C)c3c(=O)n2Cc2ccco2)c1
 : 104.0 | 11.7 | -2.1 | -1.2 | -0.5 | 15.6 | 1.2 | 10.0 | -25.6
O=C(Cc1ccc(S(=O)(=O)N2CCOCC2)s1)Nc1cc(C(F)(F)F)cc(C(F)(F)F)c1
 : 97.9 | 6.7 | . | . | . | -7.7 | 9.7* | . | -6.7
Cc1cc(C)c(C)c(OCCCOc2cccc3cccnc23)c1
 : 96.0 | 1.9 | 3.8 | 9.3 | -0.5 | -1.0 | 3.3 | 11.4 | 7.5
CCN1CCN(C(=O)C2CCCN(S(=O)(=O)c3ccc(OC)c(OC)c3)C2)CC1 (stereo not drawn)
 : 101.2 | 0.0 | 8.5 | 8.3 | 1.3 | 17.4 | -0.6 | 4.5 | 4.1
O=C(COC(=O)c1ccc(Br)cc1)Nc1ccccc1Br
 : 100.4 | -2.1 | -0.5 | 3.4 | -2.2 | 10.8 | -1.1 | 10.7 | 1.1
Cc1ccsc1C(=O)OCC(=O)Nc1sccc1C(N)=O
 : 96.4 | -1.7 | 0.9 | 22.8 | -2.5 | -4.2 | 0.7 | 4.7 | -3.8
CCOc1ccc(NS(=O)(=O)c2cnc(Cl)c(Cl)c2)cc1
 : 74.9 | -0.2 | -1.3 | -1.2 | -2.9 | 2.0 | 0.9 | -10.1 | -1.5
COc1ccc(O)c(CNn2c(-c3ccc(Br)cc3)nc3ccccc3c2=O)c1
 : 103.3 | 1.1 | 3.0 | -0.7 | 0.1 | -5.3 | 0.4 | 4.8 | 3.3
CCN1CCN(C(=O)C2CCN(C(=O)Nc3ccccc3)CC2)CC1
 : 100.4 | 0.0 | . | . | . | -9.6 | -0.9 | . | 2.3

3 entries out of the list above, ordered by the value under EBNA-1 inhibitor, largest number first:
smiles,EBNA-1 inhibitor
COc1cccc(CSc2nc3sc(C)c(C)c3c(=O)n2Cc2ccco2)c1,10.0
Cc1ccsc1C(=O)OCC(=O)Nc1sccc1C(N)=O,4.7
Cc1cccc(NC(=O)CN2CCCCCC2)c1,-3.6

Assay outcomes deposited in PubChem BioAssay by several laboratories.

Random draw from the library, and some 3.1% of all compounds hit somewhere here.
